Giardia killer: Small Molecules that selectively kill Giardia lamblia: qHTS. Giardia lamblia trophozoite viability. activity change, % at 7.66 µM, hits read low. 340,000 compounds, 0.15% hits. AID 540267, 2011; in the data active means activity change below about -80%; inconclusive means between about -30% and that limit;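 further: parasites exposed to compound for two days anaerobically before the ATP read; on the % scale 0 is the no-effect control and ±100 the full control effect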
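Luminescent ATP signal served as the viability read-out, measured 15-30 min after adding ATP detection reagent to trophozoites that had been incubated with compounds for 48 hrs at 37 deg C anaerobically at 100 cells/well.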
A-T KAP1 phos: qHTS Assay for Identifying a Potential Treatment of Ataxia-Telangiectasia; AID 485349, 2010; 320,000 compounds, 0.19% hits; Potency, µM (titrated, usually from 57.5 µM), inactives show top-dose activation, usual class: activators; […] A-T fibroblasts, KAP-1 phosphorylation AlphaLISA; neocarzinostatin DNA damage 30 min before lysis; further: potency means the concentration at half of the fitted maximal effect; % of control where 0% means no effect; nearly all actives have a fitted effect of over 45% in size
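hTERT-immortalized A-T patient fibroblasts ([…]), 500 cells/well in OPTI-MEM, 1% FBS, got compounds for 60 min, then NCS for 30 min at 37C. Lysates were then assayed for phospho-KAP-1 by AlphaLISA (anti-pKAP1 donor, anti-KAP1 acceptor beads), 6 hr at 25C.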
TCR activator: Activators of T cell receptors: qHTS campaign; primary human leukocytes, anti-CD3, IL-2 HTRF, 48 h; Potency, µM (top dose mostly 9.22 µM), without a hit: at the top dose activation of IL-2 secretion, most hits filed as activators; 330,000 tested, under 10 active; further: % of control where 0% means no effect
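Human primary leukocytes + a-CD3 beads + cpd, 48 hr; IL-2 in supernatant by HTRF (ex 320nm / em 665nm). No co-stimulatory signal supplied.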
Chronic BCR inh: qHTS Assay to Find Inhibitors of Chronic Active B-Cell Receptor Signaling | AID 493014, 2011 | 340,000 compounds, 0.05% hits | Potency, µM (highest dose often 46.1 µM), for the others: at the highest dose ratio change, negative = lower green/red ratio, most hits filed as inhibitors | ABC-DLBCL IkBa-CBG/CBR reporter, luminescence ratio, 4 h; active means well fitted inhibition curve with a large enough effect in the signal ratio, with a control signal flat, not every such curve was filed as active; inconclusive means small, poorly fitted or top-dose-only effect, or effect the other way, or a change in a side signal; the % refers to the signal ratio;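 further: potency means the concentration at half of the fitted maximal effect; plate controls were basal doxycycline-induced cells for no effect and cells given 10 µM MG132 for full effect; MG132 reads +100%, hits lower the ratio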
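TMD8 ABC-DLBCL cells carrying doxycycline-inducible green luciferase fused to IkappaBalpha plus unfused red luciferase were exposed to compounds (up to 46 uM) for 4 hrs at 37C. Activity came from the overlap-corrected green/red luminescence ratio.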
FBPA coupling cs: qHTS Assay for Inhibitors of Fructose-1,6-bisphosphate Aldolase from Giardia Lamblia: Coupling assay counterscreen | coupling enzyme system counterscreen, AmpLite Red fluorescence | activity change, negative = inhibition, % at 58.2 µM, hits read low | 290,000 compounds, 0.67% hits | AID 2472, 2010; in the data active means activity change below about -30%; further: on the % scale 0 is the no-effect control and ±100 the full control effect
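First, compound is pin-transferred into glyceraldehyde-3-phosphate coupling-enzyme reagent at 57.5 uM final and held 10 min at RT. Next, substrate, coupling system and AmpLite Red are added. After 20 min RT, fluorescence (525/598 nm) is read.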
TSHR antagonist: Antagonists of the Thyroid Stimulating Hormone Receptor: HTS campaign; TSHR-expressing cells, TSH-stimulated cAMP HTRF, 2 h; active compounds read low; AID 504810, 2011; activity change, negative = inhibition, % at 11.5 µM; 330,000 compounds, 0.2% hits;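 active means activity change below a set negative limit, meaning inhibition stronger than a set level, cut at about -70% in these data; inconclusive means activity change between two set negative limits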; further: on the % scale 0 is the no-effect control and ±100 the full control effect
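TSHR-expressing cells, 200/well, pre-treated with compound, then stimulated with EC80 TSH (4nM final) for 2 hours at 37 deg C. cAMP measured by competitive HTRF: anti-cAMP cryptate antibody in lysis buffer plus cAMP-d2, read after 30 minutes at room temperature.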
GALK inh: qHTS Assay for Inhibitors of Human Galactokinase (GALK); P51570; Purified GALK, Kinase-Glo residual ATP luminescence; Potency, µM (top dose mostly 57.5 µM), inactives show at the top dose activity change, negative = inhibition, hits mostly inhibitors; 270,000 compounds, 0.007% hits; further: potency means the concentration at half of the fitted maximal effect; on the % scale 0 is the no-effect control and ±100 the full control effect
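Human GALK (5 nM) with 35 uM ATP and 100 uM galactose in 20 mM HEPES pH 8.0, 5 mM MgCl2, 60 mM NaCl, 1 mM DTT, 0.01% BSA. After 1 h at room temperature, leftover ATP was read by Kinase-Glo Plus luminescence.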
Tb PFK block: qHTS Assay to Find Inhibitors of T. brucei phosphofructokinase; ATP-dependent 6-phosphofructokinase (Trypanosoma brucei brucei), O15648; T. brucei PFK, ADP-Glo luminescence; Potency, µM (top dose mostly 57.5 µM), without a hit: top-dose activity, negative = inhibition, hits mostly inhibitors; 330,000 compounds, 0.17% hits; AID 485367, 2010;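 further: potency means the concentration at half of the fitted maximal effect; 0% = uninhibited 1x PFK enzyme wells and -100% = no-enzyme wells; nearly all actives have a fitted effect of over 60% in size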
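In TEA buffer at pH 8.0 with 5 mM MgCl2, enzyme (1.25 nM) converted F6P (0.5 mM) and ATP (0.1 mM) for 45 min at room temperature. ADP product was read by luciferase luminescence.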
MLL CXXC-DNA inh: qHTS Fluorescence Polarization Assay for Inhibitors of MLL CXXC domain - DNA interaction; Histone-lysine N-methyltransferase 2A (Homo sapiens), Q03164; 290,000 compounds, 0.037% hits; Potency, µM (doses to about 115 µM), inactives show at the top dose activity change, negative = inhibition, most hits filed as inhibitors; MLL-CXXC / FITC-HOXA9 DNA fluorescence polarization; active means well fitted inhibition curve with a large enough effect in the polarisation, with a control signal flat, not every such curve was filed as active; inconclusive means small, poorly fitted or top-dose-only effect, or effect the other way, or a change in a side signal; inactive means no such curve, though single readings can be large or run the other way; the % refers to the polarisation; further: potency means the concentration at half of the fitted maximal effect
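Purified MLL-CXXC (added from a 7 uM solution) was preincubated 5 min at ambient with pinned compounds in 50 mM Tris-HCl pH 7.5, 50 mM NaCl, 1 mM DTT, 0.05% BSA. Fluorescein-labeled HOX-A9 DNA (50 nM solution) followed, 30 min, then polarization read.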
hERG WT inh: qHTS for Inhibitors of KCHN2 3.1: Wildtype qHTS. activity change, % at 1.84 µM. 340,000 compounds, 0.37% hits. AID 720551, 2013. U2OS, BacMam KCNH2, thallium flux FluxOr; active compounds read low;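 active means maximum activity change below -70%; inconclusive means maximum activity change between -70% and -50%; inactive means maximum activity change above -50%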; further: on the % scale 0 is the no-effect control and ±100 the full control effect
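U2OS cells were transduced with wild-type KCNH2 virus (2.03 x 10^8 / mL) for 4 h at room temperature, then cultured overnight at 37 C. Thallium flux was read with FluxOr dye. Rate constants were normalized to DMSO controls.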
An asterisk follows results filed as active; i = inactive; ? = inconclusive; . = not tested or not shown; [ ] = remark or other dose. Unless noted, the call rests on the fitted dose curve; in most records, active means well fitted curve in the direction sought with a large enough effect; inconclusive means small, poorly fitted or top-dose-only effect, or another doubt; inactive means no such curve, though single readings can be large; an effect the other way counts as inactive or inconclusive.

#	SMILES	FBPA coupling cs	hERG WT inh	Chronic BCR inh	TSHR antagonist	A-T KAP1 phos
1	CC1(C)CC(=O)C(C=Nc2ccccc2)=C(O)C1	7	-28	?	2	3%
2	CCN(c1cccc(C)c1)S(=O)(=O)c1ccc2c(c1)NC(=O)CS2	1	-2	1%	18	-3%
3	O=C(Nc1c(F)cccc1F)C1CCN(C(=O)c2cccs2)CC1	3	-3	-15%	3	-4%
4	CCCCNCc1cc(Br)c(OCC(=O)N2CCOCC2)c(OC)c1	0	7	5%	2	-3%
5	Cc1ccnc(Sc2ncccc2[N+](=O)[O-])n1	5	3	?	6	-4%
6	O=C(O)c1ccc2c(c1)OCCOCCOCCOCCOCCO2	0	-12	5%	9	8%
7	O=C(NNC(=O)c1cc2cc(Br)ccc2oc1=O)c1ccc(O)cc1O	3	-9	?	-17	0%
8	O=C(Cc1ccccc1)NNC(=S)Nc1ccc(Cl)cc1	-1	-1	?	-2	-1%
9	O=C(NCc1ccc2c(c1)OCO2)C1CCC(=O)N1C1CCCC1 (configuration not stated)	0	-1	-7%	4	0%
10	CCOC(=O)c1cn(CC(=O)Nc2ccc(C)cc2)nn1	5	0	5%	42	-1%

#	Giardia killer	Tb PFK block	MLL CXXC-DNA inh	TCR activator	GALK inh
1	3	0%	0%	-8%	3%
2	-4	0%	50%[activator]	-10%	-2%
3	-20	4%	-7%	3%	-2%
4	8	5%	-3%	0%	-3%
5	-10	-4%	-5%	-1%	-3%
6	7	3%	-14%	0%	4%
7	-1	-2%	14%	-3%	2%
8	-12	2%	4%	0%[46.1 µM]	.
9	-7	1%	-1%	7%	-2%
10	-3	0%	-10%	3%	0%

Three records picked at random from the list so far:
#	SMILES	FBPA coupling cs	hERG WT inh	Chronic BCR inh	TSHR antagonist	A-T KAP1 phos
1	CC1(C)CC(=O)C(C=Nc2ccccc2)=C(O)C1	7	-28	?	2	3%
3	O=C(Nc1c(F)cccc1F)C1CCN(C(=O)c2cccs2)CC1	3	-3	-15%	3	-4%
8	O=C(Cc1ccccc1)NNC(=S)Nc1ccc(Cl)cc1	-1	-1	?	-2	-1%

#	Giardia killer	Tb PFK block	MLL CXXC-DNA inh	TCR activator	GALK inh
1	3	0%	0%	-8%	3%
3	-20	4%	-7%	3%	-2%
8	-12	2%	4%	0%[46.1 µM]	.

Following part.
#	SMILES	FBPA coupling cs	hERG WT inh	Chronic BCR inh	TSHR antagonist	A-T KAP1 phos
11	CCNc1nc2c(c(=O)n(Cc3ccccc3)c(=O)n2C)n1Cc1ccccc1	1	9	?	-1	3%
12	Fc1ccc(C2NC(=S)NC3=C2N2CCC3CC2)cc1 (configuration not stated)	2	-18	1%	12	3%
13	CC(=O)N1CCC(=NNS(=O)(=O)c2ccc(C)c([N+](=O)[O-])c2)CC1	4	-2	9%	-2	.
14	CN(C)c1ncc(S(=O)(=O)c2ccccc2)c(N)n1	-1	i	?	9	5%
15	COc1ccccc1NS(=O)(=O)c1cccc(C(=O)NC2CCN(Cc3ccccc3)CC2)c1	.	25	0%	-23	2%
16	O=C(CSc1nnc(-c2ccccc2)c2ccccc12)NCCN1C(=O)CSC1=O	.	-6	-16%	-26	-5%
17	CCOc1ccccc1/C=N/NC(=O)c1c(C)nc2ccc(Br)cn12	-45*	8	-4%	-8	-2%
18	CC(C)CC(=O)NC(=S)NNC(=O)c1ccc(NC(=O)C2CCCCC2)cc1	0	-6	-11%	2	5%
19	CCN(C(=O)CSc1nc(C)nc2sc(C)c(C)c12)C1CCS(=O)(=O)C1 (configuration not stated)	.	-15	0%	-7	5%
20	O=C1CCCc2c1nn(-c1ccccc1)[n+]2[O-]	0	2	-2%	-5	2%

#	Giardia killer	Tb PFK block	MLL CXXC-DNA inh	TCR activator	GALK inh
11	-8	-1%	-9%	-1%	1%
12	-6	1%	18%	0%	0%
13	-6	-1%	4%	6%	5%
14	9	-4%	-3%	0%	4%
15	-1	0%	.	-3%	.
16	-3	0%	.	10%	.
17	18	12%	17%	-3%	-4%
18	-4	-1%	-6%	-3%	0%
19	-16	0%	.	2%	.
20	-9	8%	13%	2%	-1%

(further entries)
#	SMILES	FBPA coupling cs	hERG WT inh	Chronic BCR inh	TSHR antagonist	A-T KAP1 phos
21	CSCC[C@H](NS(=O)(=O)c1ccc(C)cc1)C(=O)N1CCC(C(=O)N[C@H](C(=O)O)c2ccccc2)CC1	-3	0	3%	2	-14%
22	CCOC(=O)c1cnc(-c2ccccc2)nc1Oc1ccc(C)cc1	-13	2	?	5	-1%
23	O=c1c2ccccc2nnn1Cc1cccc2ccccc12	6	-9	?	-15	-3%
24	COc1ccc(OCC(=O)Nc2ccccc2C(=O)Nc2ccc(C(=O)O)cc2)cc1	.	4	1%	16	4%
25	C[C@@H](NC(=O)c1ncn(C)c1C(=O)N[C@H](C)c1ccccc1)c1ccccc1	.	2	1%	10	11%
26	CC(=O)NCCn1c(SCc2ccccc2C)nc2ccccc2c1=O	-7	2	?	-7	19%
27	CCC(=O)N1CCc2cc(S(=O)(=O)NC(CC(C)C)C(=O)N3CCc4ccccc43)ccc21 (configuration not stated)	1	2	4%	2	-1%
28	O=C(COC(=O)CCC(=O)c1ccc(F)cc1)NCCc1ccccc1	.	-5	3%	-2	5%
29	Cc1ccc(Nc2cc(-n3nc(C)cc3C)ncn2)c(C)c1	-2	1	13%	-7	6%
30	CCOC(=O)NC(Nc1ccc(C)cn1)(C(F)(F)F)C(F)(F)F	-1	-7	-6%	0	3%

#	Giardia killer	Tb PFK block	MLL CXXC-DNA inh	TCR activator	GALK inh
21	-26	1%	-8%	-5%	.
22	-13	-3%	-1%	-2%	3%
23	5	-1%	-1%	2%	-1%
24	-5	0%	3%	12%	-2%
25	9	8%	.	-7%	.
26	-9	0%	0%	-13%	2%
27	-5	15%	-1%	0%	-4%
28	-16	-3%	.	1%[46.1 µM]	.
29	1	-1%	-5%	-4%	3%
30	-11	-9%	-12%	-5%	-3%

Later entries:
#	SMILES	FBPA coupling cs	hERG WT inh	Chronic BCR inh	TSHR antagonist	A-T KAP1 phos
31	C=CC[C@H](CC(=O)OC(C)(C)C)C(=O)OC[C@H]1CCCN1C(=O)[C@H](CC=C)CC(=O)NCCO	.	.	1%	-14	3%
32	CCCNC(=O)c1ccc(COc2ccc(Cl)cc2)o1	-2	-9	-6%	15	1%
33	COc1cc(CNCCC2CCOC(C)(C)C2)ccc1O (configuration not stated)	0	1	0%	6	1%
34	Cc1cc(C#N)c(C)c(SCc2[nH]nc3c2C(c2ccccc2)C(C#N)=C(N)O3)n1 (configuration not stated)	-5	3	7%	9	-9%
35	CCOc1ccc(-n2ccnc(SCC(=O)Nc3ccc(OC)cc3OC)c2=O)cc1	.	-1	?	1	-7%
36	COc1ccc(NC(=O)C(NC(C)=O)C(=O)Nc2ccc(F)cc2)cc1 (configuration not stated)	1	1	-9%	6	47%
37	CC(C)[C@H](NS(=O)(=O)c1ccccc1)C(=O)OCC(=O)NCc1ccc2c(c1)OCO2	.	2	?	55	-3%

#	Giardia killer	Tb PFK block	MLL CXXC-DNA inh	TCR activator	GALK inh
31	-1	-3%	.	-3%	.
32	-30	-20%	-5%	2%	5%
33	-8	4%	9%	4%	0%
34	0	-1%	-7%	-3%[46.1 µM]	-5%
35	10	-12%	.	5%	.
36	36[activator]	-2%	16%	-1%	-1%
37	11	0%	.	-5%	.

Random draw from the library; about 1.6% have a hit in one of these screens.
